Screening results: PubChem BioAssay, NMMLSC
S aureus QS inh: S. aureus quorum sensing inhibitors, primary screen, RNAIII-GFP reporter, flow cytometry; 24,000 compounds, 0.3% hits; inhibition, % at 2 µM; S. aureus RN6390 RNAIII-GFP reporter, AIP-induced, flow cytometry 3 h;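 active means share of bacteria positive for the green fluorescent reporter and its mean brightness both inhibited by 50% or more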;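 further: 0% = AIP-stimulated control and 100% = unstimulated bacteria without AIP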
S aureus QS inh GFP MFI %: second read-out of S aureus QS inh, no call of its own (marks repeat the call); inhibition, %; measured here: inhibition of GFP MFI
* = called active by the depositor.

no.	S aureus QS inh	S aureus QS inh GFP MFI %	SMILES
1	-5	-13	O=C(NCCOC(=O)C1COc2ccccc2O1)c1cccnc1 (stereo unspecified)
2	1	-1	Fc1cccc(Cl)c1Cn1nnc2c(NCc3ccccn3)ncnc21
3	3	-5	COc1ccccc1N1CCN(C(=O)C2CCC(Cn3c(=S)[nH]c4ccccc4c3=O)CC2)CC1 (stereo unspecified)
4	-3	-18	O=C(Nc1ccccc1N1CCN(C(=O)c2ccccc2)CC1)c1cc(Br)ccc1Cl
5	0	0	CCOC(=O)c1cc2c(=O)n3ccccc3nc2n(CC2CCCO2)c1=NC(C)=O (stereo unspecified)
6	-1	-2	O=C(c1cc(-c2ccc(Cl)cc2)on1)N1CCOCC1
7	-6	-26	COc1cccc(-c2nc(CSCC(=O)NCC3CCCO3)c(C)o2)c1 (stereo unspecified)
8	39	39	Cc1ccsc1-c1nc(CSCC(=O)N2CCN(c3ccccc3)CC2)c(C)o1
9	-1	-6	CC(C)Cn1c(CN(Cc2ccccc2)Cc2ccccc2)nc2c1c(=O)n(C)c(=O)n2C
10	8	18	FC(F)(F)c1nc2ncc(Cl)cc2[nH]1
11	0	7	CCOC(=O)C1=C(N)OC2=C(C(=O)CC(C)(C)C2)C1c1ccoc1 (stereo unspecified)
12	3	8	Cc1ccccc1CSCC(=O)c1c(N)n(C)c(=O)n(C)c1=O
13	-3	-18	CCOC1(OCC)N=C(N)C2(C#N)C(c3cccc(OC)c3OC)C12C#N (stereo unspecified)
14	8	15	CCOc1ccc(NC(=O)CCNc2c(N3CCCC3)c(=O)c2=O)cc1
15	-3	11	CCN1CCCC1CN(Cc1cc2ccc(C)c(C)c2[nH]c1=O)C(=O)Nc1ccccc1OC (stereo unspecified)

Next part, overlapping the part above by 7 compounds.
no.	S aureus QS inh	S aureus QS inh GFP MFI %	SMILES
9	-1	-6	CC(C)Cn1c(CN(Cc2ccccc2)Cc2ccccc2)nc2c1c(=O)n(C)c(=O)n2C
10	8	18	FC(F)(F)c1nc2ncc(Cl)cc2[nH]1
11	0	7	CCOC(=O)C1=C(N)OC2=C(C(=O)CC(C)(C)C2)C1c1ccoc1 (stereo unspecified)
12	3	8	Cc1ccccc1CSCC(=O)c1c(N)n(C)c(=O)n(C)c1=O
13	-3	-18	CCOC1(OCC)N=C(N)C2(C#N)C(c3cccc(OC)c3OC)C12C#N (stereo unspecified)
14	8	15	CCOc1ccc(NC(=O)CCNc2c(N3CCCC3)c(=O)c2=O)cc1
15	-3	11	CCN1CCCC1CN(Cc1cc2ccc(C)c(C)c2[nH]c1=O)C(=O)Nc1ccccc1OC (stereo unspecified)
16	0	-11	CC(C)(C)NC(=O)c1ccc2c(c1)N(CC(=O)N1CCN(c3ccc(F)cc3)CC1)C(=O)C(C)(C)O2
17	1	6	COc1ccc(NC(=O)CSc2nc(C)cc(C(F)(F)F)n2)cc1
18	2	10	CC(=O)O[C@H]1CSC[C@H]1NC(=O)c1ccccc1
19	-2	-11	O=c1c2cc(N3CCOCC3)ccc2[nH]c(=S)n1CC1CCCO1 (stereo unspecified)
20	0	4	CN(C1CCCCC1)S(=O)(=O)c1ccc(NC(=O)c2ccco2)cc1
21	16	18	Cc1ccc2nc(NC(=O)C3CCCN(S(=O)(=O)c4cccc5nsnc45)C3)sc2c1 (stereo unspecified)
22	-1	-4	CN=c1sc2ccccc2n1CC(O)COCc1ccco1 (stereo unspecified)
23	-2	-8	Cc1cc(=O)[nH]c(SCc2cc(=O)n3nc(C)sc3n2)n1
24	-4	-6	COc1ccccc1N1C(N)=NC(N)=NC1(C)C
25	-1	1	COc1ccc(S(=O)(=O)N2CCC(C(=O)Nc3c(F)cccc3F)CC2)cc1
26	0	0	Cc1cccc(C(=O)N2CCN(C(=O)c3cccc(C)c3)C(C)C2)c1 (stereo unspecified)
27	14	43	Cc1nn(-c2ccc(F)cc2F)c2c1-c1nc(N3CCCC3)ncc1CC2
28	0	14	CCc1nc(N[C@@H](Cc2c[nH]c3ccccc23)C(=O)O)c2oc3ccccc3c2n1
29	0	-64	CCn1c(C)nc2cc(C(=O)OCCC(F)(F)F)ccc21
30	-7	-24	Cc1ccc(NC(=O)CSc2nc3ccccc3c(=O)n2CCCC(=O)N2CCCC2)cc1

Remaining list, next part.
no.	S aureus QS inh	S aureus QS inh GFP MFI %	SMILES
31	-5	-26	Cc1cc(NC(=O)NC(=O)c2ccc(F)cc2F)n[nH]1
32	11	15	COC(=O)c1ccc(-c2ccco2)n1Cc1nc(-c2ccc(OC)c(OC)c2)oc1C
33	-2	-17	CCN(CC)CCCN1C(=O)C(=O)/C(=C(/O)c2ccccc2)C1c1ccccn1 (stereo unspecified)
34	0	20	Cc1ccc(Nc2cc(C)nc3nc(C)nn23)c(C)c1
35	-2	-5	CCOC(=O)N1CCN(C(=O)CCn2nc(-c3ccc(Cl)cc3)ccc2=O)CC1
36	-2	-10	O=C(CCC1CCCC1)c1c(O)c2ccccc2oc1=O
37	0	7	COc1cc2[nH]c(=O)n(CCCCCC(=O)NCCCN3CCOCC3)c(=O)c2cc1OC
38	2	27	O=C1CSC(=Nc2ccccc2Cl)N1
39	-2	-15	CC1(C)CC(=O)c2cc(OCC(=O)NCCCN3CCN(c4ccc(F)cc4)CC3)ccc2O1
40	36	69	COc1ccc(S(=O)(=O)Cc2ccc(C(=O)N3CCN(c4cc(Cl)ccc4C)CC3)o2)cc1
41	-3	-5	CCOc1ccc(-n2cc(C(=O)N3CCC(C)CC3)c3cc(OC)c(OC)cc3c2=O)cc1
42	1	11	CCOC(=O)N1CCC(NC(=O)C2CCC(Cn3c(=O)[nH]c4ccccc4c3=O)CC2)CC1 (stereo unspecified)
43	2	12	O=C(O)c1cccc(N2C(=O)C3CC=C(Cl)CC3C2=O)c1 (stereo unspecified)
44	1	27	C(=N/n1c2ccccc2c2ccccc21)/c1ccco1
45	-4	-8	Cn1c(SCc2ccc3c(c2)OCO3)nnc1-c1ccccc1

(cont.)
no.	S aureus QS inh	S aureus QS inh GFP MFI %	SMILES
46	-1	-3	Cc1ccc(CCNC(=O)C2CCCN(S(=O)(=O)c3cnc[nH]3)C2)cc1 (stereo unspecified)
47	-6	-28	Cc1nc2ccc(S(=O)(=O)NC(C(=O)NC3CCCC3)C(C)C)cc2s1 (stereo unspecified)
48	-1	-7	O=C(CCn1c(=O)sc2ccccc21)Nc1nccs1
49	-4	-13	CC(=O)COC(=O)c1cccc(N2C(=O)C3C4C=CC(C4)C3C2=O)c1 (stereo unspecified)
50	6	3	Cc1ccc(NC(=O)C2C3C=CC4(CN(Cc5cccnc5)C(=O)C24)O3)cc1F (stereo unspecified)
51	1	7	c1ccc(CNC2=NCCCC2)cc1
52	4	9	O=C(NCC1CCCO1)c1sc(=S)n2c1[nH]c(=O)c1ccc(C(=O)N3CCCCC3)cc12 (stereo unspecified)
53	0	0	COc1cccc(-n2c(CNc3ccc(F)cc3)nnc2SCC(N)=O)c1
54	3	15	CCOc1ccc(C2C(C(=O)Nc3ccc(F)cc3)=C(C)Nc3nc(CCCO)nn32)cc1 (stereo unspecified)
55	0	11	CCOC(=O)Nc1ccc(S(=O)(=O)NCc2ccccc2)cc1
56	-1	-8	Cc1nn(Cc2ccc(Cl)c(Cl)c2)c(C)c1NC(=O)c1cc(-c2ccco2)on1
57	5	28	CC(C)(C)OC(=O)NC(CCNC=C1C(=O)OC(C)(C)OC1=O)C(=O)O (stereo unspecified)
58	-2	-70	CCC(C)NC(=O)Cn1cnc2sc(C)cc2c1=O (stereo unspecified)
59	-1	-5	CNC(=O)Nc1cc(C(C)(C)C)no1
60	-4	-36	O=C(Nc1nc(-c2ccncc2)cs1)c1ccc(S(=O)(=O)N2CCOCC2)cc1

New compounds follow.
no.	S aureus QS inh	S aureus QS inh GFP MFI %	SMILES
61	-2	2	CC1CC(C)CN(CCCn2c(=S)[nH]c3ccccc3c2=O)C1 (stereo unspecified)
62	0	-1	Cc1ccc2c(c1)CCCN2C(=O)Nc1ccc2c(c1)OCO2
63	-3	-1	Clc1ccccc1C1CC(c2ccccc2)Nc2ncnn21 (stereo unspecified)
64	0	2	COC(=O)c1ccccc1OCC(=O)NC1CCCCC1
65	-6	-16	COc1ccc(CCNC(=O)CCNS(=O)(=O)c2cccc3nsnc23)cc1OC
66	8	21	CCN(CC)c1ccc(NC(=O)Cn2cc3c(n2)CCC(C)C3)c(C)c1 (stereo unspecified)
67	0	8	CCOc1ccc(C(=O)Nc2ccc(N3CCN(C)CC3)cc2)cc1Br
68	-2	3	N#CC1=C(N)Oc2n[nH]c(-c3cccs3)c2C1c1cccs1 (stereo unspecified)
69	1	13	COc1ccc(C2C(C(=O)N3CCN(c4ccccc4)CC3)c3ccccc3C(=O)N2C)cc1OC (stereo unspecified)
70	-2	-6	CCC(Sc1ncccc1C(=O)O)C(=O)N1CCCC1 (stereo unspecified)
71	0	0	CN1C(=O)CC(C(=O)Nc2ccc(F)cc2)SC1=Nc1ccc2c(c1)OCO2 (stereo unspecified)
72	10	38	CCOC(=O)CNC(=O)c1nn(-c2cccc(OC)c2)c(=O)c2ccccc12
73	-2	-9	Cc1cc(C(=O)COC(=O)c2n[nH]c3ccccc23)c(C)n1C
74	-3	-8	O=c1c2c3c(sc2nc2sc(C4CC4)nn12)CCCC3
75	7	23	COCCCNC(=O)C1CC(=O)N(C2CCCC2)C1 (stereo unspecified)

(cont.)
no.	S aureus QS inh	S aureus QS inh GFP MFI %	SMILES
76	2	23	CCc1ccc(Nc2cc(C)nc3nc(C)nn23)cc1
77	-8	-9	Cc1ccc2c(c1)N(CC(=O)NC1CCCCC1C)C(=O)CO2 (stereo unspecified)
78	-1	-4	COCCNC(=O)C1CC(=O)N(CCc2ccccc2)C1 (stereo unspecified)
79	0	-8	COc1ccc(N2CCN(CCCNC(=O)CC3Oc4ccc(C)cc4NC3=O)CC2)cc1 (stereo unspecified)
80	-2	-8	Cc1ccc(-n2nnc3c(=O)oc4ccccc4c32)cc1
81	-2	0	COc1cccc(-c2nnc(NC(=O)Cc3cccs3)s2)c1
82	0	1	COc1ccc(OC)c(-c2nc3c(C)n[nH]c(=O)c3[nH]2)c1
83	1	10	CCOc1cccc2cc(C(=O)Nc3nccs3)c(=O)oc12
84	3	6	CC(C)CN(C(=O)COC(=O)Cc1n[nH]c(=O)c2ccccc12)C1CCS(=O)(=O)C1 (stereo unspecified)
85	0	10	Cc1ccnc(N2C(=O)c3ccccc3C2Nc2cccc(C)c2C)c1 (stereo unspecified)
86	-1	-2	O=C1CN(C(=O)c2ccc(Br)o2)C(c2ccc(F)cc2)c2cc(Cl)ccc2N1 (stereo unspecified)
87	-1	-16	C=CCN(CC=C)C(=O)c1ccncc1
88	27	40	COc1ccc(OC)c(-c2cc(C(=O)Nc3c(C)nn(Cc4ccccc4Cl)c3C)no2)c1
89	4	17	CCOc1ccc(CCNC(=O)CN2CCN(Cc3ccc(F)cc3)C2=O)cc1OCC
90	2	-6	C=CCNC(=O)c1cc(-c2ccc(Br)cc2)on1

In another format: entries from further up
The line under a structure holds: S aureus QS inh, S aureus QS inh GFP MFI %
87) C=CCN(CC=C)C(=O)c1ccncc1
→ -1, -16
89) CCOc1ccc(CCNC(=O)CN2CCN(Cc3ccc(F)cc3)C2=O)cc1OCC
→ 4, 17
90) C=CCNC(=O)c1cc(-c2ccc(Br)cc2)on1
→ 2, -6

Next part
no.	S aureus QS inh	S aureus QS inh GFP MFI %	SMILES
91	1	10	COc1ccc(NC(=O)Nc2ccc(C)cc2OC(F)F)cc1OC
92	-1	1	CCc1c(C#N)c(SCc2c(C)noc2C)nc2c1C(=O)CC(C)(C)C2
93	8	17	Cc1ccc(-c2nnn(CC(=O)N(CC(=O)NC3CCCCC3)c3cnc4ccccc4c3)n2)o1
94	2	15	CCOC(=O)c1ccccc1NC(=O)Cn1cnc2c(cnn2-c2ccc(F)cc2)c1=O
95	-3	-6	Cc1ccc(-n2ncc3c(=O)[nH]c(SCC(=O)N4CCOCC4)nc32)cc1
96	5	22	Cc1nc(Nc2nc(=O)c3ccccc3n2C)nc2c(C)cccc12
97	-4	-19	CCCCCC#CCC#CCC#CCC#CCCCC(=O)O
98	-2	-2	CCn1c(=O)c2cc(C(=O)NCCN3CCOCC3)sc2c2ccccc21
99	-4	-24	CC1CCCCN1S(=O)(=O)c1ccc(NC(=O)c2cccs2)cc1 (stereo unspecified)
100	0	26	CCOC(=O)c1c(N)sn(-c2ccccc2)c1=S
101	0	24	COC(=O)c1ccccc1NC(=O)C12CCC(C)(C(=O)O1)C2(C)C (stereo unspecified)
102	-3	-5	Cc1ccccc1C(=O)c1cccn1CC(=O)NCc1ccco1
103	0	-14	COc1ccc(CN2C(=O)CCC2(C)C(=O)NC2CCCCC2)c(OC)c1 (stereo unspecified)
104	4	11	Cc1nc2ncnn2c(C)c1CCC(=O)NCCC1=CCCCC1
105	-4	-8	COc1cccc(-c2noc(C3CCCN(C(=O)Cc4ccccc4)C3)n2)c1 (stereo unspecified)

Other compounds follow.
no.	S aureus QS inh	S aureus QS inh GFP MFI %	SMILES
106	15	22	Cc1oc(-c2cccc(Cl)c2)nc1CN1CCCC(C(=O)NCc2ccco2)C1 (stereo unspecified)
107	2	12	Cc1c(N(C)C)nc2ccccc2c1N
108	2	13	O=C(C1CC1)N1CCN=C1SCc1ccc(Cl)cc1
109	5	24	CCOC(=O)CSC1=Nc2ccccc2C2=NC(CC(=O)NCc3ccc(OC)cc3)C(=O)N12 (stereo unspecified)
110	-3	-8	CCOC(=O)C(NC(=O)OC(C)C)(Nc1nccs1)C(F)(F)F (stereo unspecified)

Some values from above:
Entry for compound 5 under S aureus QS inh: 0
Entry for compound 52 under S aureus QS inh: 4
Entry for compound 68 under S aureus QS inh: -2

A portion of the library. The share of hits here may be higher or lower than overall.
